High-throughput results as filed in PubChem BioAssay.
NPC1 promoter act – activators of NPC1 promoter; actives 2.4% (n = 320,000); Huh7 NPC1 promoter luciferase reporter, 24 h; Potency, µM (series often up to 9.22 µM), for the others: at the highest dose activation, most hits filed as activators;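 note: potency is the fitted concentration of half-maximal effect; % of control where 0% means no effect; nearly all actives have a fitted effect of over 60% in size; reporter is driven by a mutant NPC1 promoter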
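Luminescence read-out of NPC1 promoter-driven luciferase in stably transfected Huh7 cells; compounds delivered in DMSO and left 24 h at 37C, 5% CO2, qHTS titration format.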
BRCA1 expr up – increases BRCA1 expression | MCF7-BRCA1-FFLuc reporter, luminescence, 48 h; response scale: scaled: vehicle 0%, 10 µM genistein 100% | actives 1.1% (n = 380,000) | AID 624202 | Potency, µM (titrated, usually from 46.1 µM), without a hit: top-dose activation, usual class: activators; note: potency is the fitted concentration of half-maximal effect; nearly all actives have a fitted effect of over 80% in size; some results filed as inactive show a strong effect at the top dose
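First, MCF7-BRCA1-FFLuc cells (2000/well) attach for 2 h; next, compounds are pin-added and incubated 48 h at 37 °C; finally, luciferase reagent is added and luminescence read after 15 min.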
RORg inh – ROR gamma (mouse) transcription inhibition; P51450; Drosophila S2 Gal4-RORgamma UAS-luciferase reporter, 20 h; Potency, µM (doses to about 53.6 µM), for the others: top-dose activity change, negative = inhibition, hits mostly inhibitors; actives 5.4% (n = 310,000); AID 2551; note: potency is the fitted concentration of half-maximal effect; % is set by controls: 0 for no effect and ±100 for the full control effect; nearly all actives have a fitted effect of over 60% in size
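Schneider cells (Drosophila), stable Gal4 DBD–ROR gamma + UAS-luc; 1 hr cmpd preincubation; Cu2+ induction 700 uM final; 20 hr ambient; luminescence.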
p53 reactivation – re-activators of mutant p53; actives 0.063% (n = 320,000); H1299 p53-A138V BP100-luciferase reporter, luminescence, 24 h; AID 504706; Potency, µM (titrated, usually from 92.2 µM), for inactives: at the top dose activity change, positive = activation, usual class: activators; note: potency is the fitted concentration of half-maximal effect; % of control where 0% means no effect; nearly all actives have a fitted effect of over 45% in size
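H1299 (p53-null), stable ts p53-A138V + BP100-Luc; 1000 cells/well, Opti-MEM/10% FBS; cpd 4 pt, 1:5; 24 h, 37 deg C, 5% CO2; detection reagent 10 min RT; luminescence.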
PKM2 act – activators of human pyruvate kinase M2; purified PKM2, Kinase-Glo ATP luminescence, activation; response scale: 0% is enzyme alone, no compound; Potency, µM (top dose mostly 57.5 µM), for the others: top-dose activation, usual class: activators; actives 0.34% (n = 260,000); note: potency is the fitted concentration of half-maximal effect; % is set by controls: 0 for no effect and ±100 for the full control effect; nearly all actives have a fitted effect of over 55% in size
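Purified hPK-M2 (>95% pure) converted ADP (0.1 mM final) to ATP with 0.5 mM PEP in 50 mM imidazole pH7.2, KCl, MgCl2, Tween 20, BSA; 1 h at room temperature. ATP detected by Kinase-Glo luminescence.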
ELG1 genotoxic – inducers of genotoxicity in HEK293T ELG1-luciferase cells; actives 1.3% (n = 330,000); HEK293T ELG1-luciferase reporter, luminescence, 16 h; Potency, µM (titrated, usually from 46 µM), for inactives: top-dose activity change, positive = activation, most hits filed as activators; note: potency is the fitted concentration of half-maximal effect; % of control where 0% means no effect; nearly all actives have a fitted effect of over 60% in size
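16 hr compound incubation (37 °C, 5% CO2) of HEK293T cells carrying luciferase-tagged ELG1; luciferase then measured by ONE-Glo luminescence after 30 min at RT.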
Giardia killer – Giardia lamblia killing; Giardia lamblia trophozoite viability; activity change, % at 7.66 µM, hits read low; actives 0.15% (n = 340,000); in the data active = activity change below about -80%; inconclusive = between about -30% and that limit;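 note: parasites exposed to compound for two days anaerobically before the ATP read; % is set by controls: 0 for no effect and ±100 for the full control effect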
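Killing of trophozoites was scored by loss of ATP luminescence after a 48 hrs anaerobic exposure to compounds at 37 deg C, using 100 cells per well.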
Rab9 promoter act – activators of Rab9 promoter; Huh7 Rab9 promoter-luciferase reporter, luminescence, 24 h; Potency, µM (titrated, usually from 9.22 µM), without a hit: top-dose activation, negative = inhibition, most hits filed as activators; actives 2.8% (n = 320,000); note: potency is the fitted concentration of half-maximal effect; % of control where 0% means no effect; nearly all actives have a fitted effect of over 60% in size
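Huh7 cells stably carrying Rab9 promoter–luciferase reporter, plated 1500 cells/well, compound added after 2 h and incubated 24 h at 37 °C; luciferase luminescence then read after 10 min with detection reagent.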
FLuc counter – firefly luciferase modulation, counter-screen for miR-21 project; P08659; purified FLuc, Km substrates, luminescence inhibition; Potency, µM (top dose mostly 57.5 µM), without a hit: top-dose activity change, negative = inhibition, actives largely listed as inhibitors; actives 6.9% (n = 360,000); AID 588342;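 note: potency is the fitted concentration of half-maximal effect; plate controls were vehicle for no effect and reference inhibitor for full effect; nearly all actives have a fitted effect of over 55% in size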
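Biochemical qHTS of compounds, final roughly 60 µM downward over six points, against 10 nM purified firefly luciferase using Km concentrations of substrates (10 uM D-luciferin, 10 uM ATP) in Tris acetate pH 7.5 buffer; luminescence output.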
Gal4-VP16 FLuc – counter-screen for ROR gamma inhibitors: Gal4-VP16 reporter; Drosophila S2 Gal4-VP16 UAS-luciferase, luminescence, 20 h; Potency, µM (doses to about 53.6 µM), without a hit: at the top dose activity, negative = inhibition, actives largely listed as inhibitors; actives 3.5% (n = 310,000); AID 2546;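 note: Gal4-VP16 expression switched on by copper sulfate through the metallothionein promoter; potency is the fitted concentration of half-maximal effect; % is set by controls: 0 for no effect and ±100 for the full control effect; nearly all actives have a fitted effect of over 50% in size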
Menin-MLL TR inh – menin-MLL binding inhibition, Texas Red mutant peptide. actives 0.23% (n = 270,000). Potency, µM (titrated, usually from 61.6 µM), for the others: at the highest dose FP activity change, negative = inhibition, usual class: inhibitors. AID 1768. O00255. Menin + Texas Red MLL mutant peptide, fluorescence polarization; active = well fitted inhibition curve with a large enough effect in the polarisation, with a control signal flat, not every such curve was filed as active; inconclusive = small, poorly fitted or top-dose-only effect, or effect the other way, or a change in a side signal; inactive = no such curve, though single readings can be large or run the other way; the % refers to the polarisation; note: potency is the fitted concentration of half-maximal effect; % of control where 0% means no effect; many of its hits are not listed in these tables
Numbers without * were called inactive; u = inconclusive; x = no result given; [ ] = dose if it differs, or a comment. Unless noted, calls come from the whole dose curve; as a rule, active = well fitted curve in the direction sought with a large enough effect; inconclusive = small, poorly fitted or top-dose-only effect, or another doubt; inactive = no such curve, though single readings can be large; an effect the other way counts as inactive or inconclusive. The list is partial. The share of hits here may be higher or lower than overall.

Molecule | NPC1 promoter act | BRCA1 expr up | RORg inh | p53 reactivation | PKM2 act | ELG1 genotoxic | Giardia killer | Rab9 promoter act | FLuc counter | Gal4-VP16 FLuc | Menin-MLL TR inh
COc1c(C)cc(C(=O)C2CCCN(C(=O)c3cccc(-n4cccn4)c3)C2)cc1C (centres undefined) | -3% | 0% | 23% | 2% | 3% | -10% | 6 | 1% | -17% | 8% | -16%
Cc1ccc(C(=O)c2c3ccc(C(F)(F)F)cc3[n+]([O-])n2CCCC(N)=O)cc1 | 2% | -4% | x | 3% | x | 1% | 41[activator] | -8% | -2% | x | x
Cc1ccc(S(=O)(=O)N(C)CCCC(=O)N2CCN(C=O)CC2)cc1 | -2% | 15% | 29% | -3% | 4% | -7% | 2 | 3% | 3%[2.3 µM] | 0% | 20%
CN(CC(=O)NCC(=O)Nc1ccc(F)cc1)C1CCS(=O)(=O)C1 (centres undefined) | -3% | 9% | x | -3% | x | 0% | 3 | -8% | 11% | x | x
CC(C)CNc1cc(Cl)c(S(=O)(=O)NCC(C)C)cc1C(=O)O | -1% | -4% | -43% | -8% | -2% | 0% | 1 | 2% | 2% | -3% | 19%
Cc1cc(Cl)c(S(=O)(=O)NCc2ccncc2)cc1OCC(N)=O | 2% | -5% | 33% | 11% | 2% | -7% | 0 | -5% | -1% | -24% | -22%
CCCCCn1c(=O)[nH]c2cc(C(=O)NCc3ccccn3)ccc2c1=O | 1% | -28% | -1% | -2% | 1% | 0% | 11 | 1% | 2% | -11% | -4%
CCc1ccc(N2CC(C(=O)Nc3ccc(S(=O)(=O)NCC4CCCO4)cc3)CC2=O)cc1 (centres undefined) | 0% | -23% | 2% | -5% | -1% | 0% | -7 | 2% | 0% | -5% | 19%
COC(=O)CSc1nc(N)c(C#N)c(CC(C)C)c1C#N | -1% | 46% | 2% | -8% | 1% | 0% | -2 | -5% | -2% | 17% | 4%
CCNC(=O)C(Sc1ccccc1)c1ccccc1 (centres undefined) | -5% | -11% | -19% | -1% | u | 5% | -3 | 1% | -3% | 1% | -13%
CCOC(=O)Cn1nnc(-c2ccccc2)n1 | 1% | -6% | -22% | -1% | -3% | 2% | -8 | 13% | -18% | -9% | 0%
CCN(CC(=O)Nc1c(F)cccc1F)C(=O)CCN1C(=O)c2cccc([N+](=O)[O-])c2C1=O | -5% | -2% | x | -1% | x | 1% | -7 | -1% | -2% | x | x
CCCCN(C/C=C/c1ccccc1OC)Cc1ccccc1 | -4% | -29% | 3% | -6% | 6% | -13% | 11 | 3% | 1% | 6% | -13%
COc1ccc(NC(=O)C/C(C)=N/NC(=O)C(=O)NC(C)C)c(OC)c1 | -1% | 2% | 6% | 9% | -1% | 0% | -9 | -4% | -12% | -19% | -3%
CCCn1c(N)c(C(=O)CSc2nnc(-c3ccoc3C)n2C)c(=O)n(C)c1=O | -2% | -1% | x | 5% | x | -1% | -5 | 3% | -1% | x | x
COc1ccc(COC(=O)N/C=C/c2ccco2)cc1 | 4% | -7% | 6% | -5% | 27% | 3% | -6 | 4% | u | 4% | 14%
CCOC(=O)CN(C(=O)CSc1nnc(-c2cccc(OC)c2)o1)c1ccc(F)cc1 | -4% | 7% | 6% | 1% | -2% | -2% | 42[activator] | -5% | -2% | u | -6%
Cc1ccc(SCC(=O)Nc2ccc(S(=O)(=O)Nc3ncccn3)cc2)cc1 | -6% | -7% | -8% | 0% | 6% | 0% | -16 | -3% | u | 2% | u
Cc1cccc(NC2=NC(=S)N(c3ccc(C(=O)O)cc3)C23CCCCC3)c1 | 0% | -35% | 1% | 11% | 1% | 1% | -5 | 1% | 3% | -5% | 13%
Cc1cccc(CNc2ncnc3ccc(-c4cccnc4)cc23)c1 | 13% | -7% | -12% | -3% | x | -1% | -5 | 27% | -7% | -27% | 34%[activator]
Nc1nnc(SCc2ccc(F)cc2)n1-c1ccccc1 | -2% | 2% | 23% | -5% | -2% | -3% | 9 | 2% | u | -8% | -9%
O=C(c1ccccc1)N1CCN(Cc2ccccc2)CC1 | 0% | -5% | -27% | -4% | 4% | 0% | 3 | 11% | 1% | -1% | -24%
CCN(Cc1nc2ccccc2c(=O)[nH]1)C(=O)c1cc(C2CC2)nn1-c1ccccc1 | -4% | -21% | x | -15% | x | -4% | 10 | 8% | 0% | x | x
Cc1ccc(-n2c(C)c(C)c3c(N)ncnc32)cc1 | 16% | 68% | 18% | 10% | 1% | 9% | 8 | 19% | -6% | -21% | -22%
CCC(=O)c1ccc(N2CCN(C(=O)c3ccccc3)CC2)c(F)c1 | -2% | 5% | -34% | 6% | 1% | -3% | 7 | -12% | 0% | u | u
CN(C)S(=O)(=O)c1ccc(S(=O)(=O)N2CCCC(C(=O)NC3CC3)C2)cc1 (centres undefined) | -5% | -12% | 26% | 0% | -1% | -13% | 2 | -14% | 1% | 0% | 21%
N#Cc1cccc(NC(=O)COC(=O)Cn2nc(-c3ccccc3)oc2=O)c1 | -1% | -1% | x | 2% | x | 2% | -16 | -5% | 3% | x | x
O=C(c1oc2ccccc2c1N1CCCCC1)N1CCCCC1 | 0% | 1% | 21% | 5% | 1% | -2% | 1 | -2% | 4% | 0% | u
O=C(C1CCCO1)N(Cc1ccccc1)c1ccccc1 (centres undefined) | 1% | -24% | 4% | -1% | -10% | 7% | 8 | -3% | 1% | 0%[0.365 µM] | -12%
Cc1cc(C)n(-c2ccc(Cl)c(C(=O)Nc3ccc(OC(F)(F)F)cc3)n2)n1 | 0% | -15% | -9% | 7% | -12% | 14% | 5 | 1% | 0% | 20% | -2%
CCC(=O)NC(=S)Nc1cccc(NC(=O)c2ccc(Cl)cc2Cl)c1 | -14% | -24% | 2.8µM* | -7% | 2% | 0% | -3 | -8% | 12µM* | 6.3µM* | u
COC(=O)C(c1ccccc1)C(C(=O)OC)c1ccccc1 (centres undefined) | 0% | 13% | -6% | 6% | x | -1% | -15 | -5% | 0% | 1% | -4%
Cc1onc(-c2c(Cl)cccc2Cl)c1C(=O)N1CCN(c2ncccn2)CC1 | 0% | -8% | -3% | -2% | 1% | 0% | 8 | -3% | -1% | 1% | -7%
CCOC(=O)COc1c(/C=N\OC)cc(Cl)cc1OC | -2% | 2% | -6% | 10% | x | 0% | 4 | 1% | 1% | 1% | 2%
Cn1c(SCc2ccc([N+](=O)[O-])cc2)nnc1-c1cccnc1 | -2% | 32% | 14% | 11% | -10% | -1% | -25 | -10% | -1% | 5% | 0%
CCOCCCNC(=O)C1CCN(S(=O)(=O)N(CC(C)C)CC(C)C)CC1 | -4% | 4% | -17% | 1% | 15% | -6% | -4 | -2% | 1% | -5% | -4%
Cc1ccc(-n2nc(C)c3c2OC(N)=C(C#N)C3c2ccoc2)cc1 (centres undefined) | 7% | -70% | -9% | 24% | 19% | 1% | -19 | 12% | 11µM* | 11% | 4%
Cc1ccc(C)c(N(Cc2ccccc2F)S(C)(=O)=O)c1 | -2% | -9% | u | -7% | -20% | -6% | -21 | 0% | -2% | -24% | -18%
CS(=O)(=O)N1CCC(C(=O)NCc2ccc(Cl)cc2Cl)CC1 | 1% | 0% | 41% | -4% | 8% | 27% | 6 | -3% | 2% | -5% | -1%
Cc1c(NC(=O)C(C)OC(=O)c2ccc([N+](=O)[O-])s2)c(=O)n(-c2ccccc2)n1C (centres undefined) | 0% | -10% | 24% | 0% | -1% | -9% | 2 | -2% | -1% | 16% | u
CCCN1C(=O)SC(CC(=O)Nc2ccccc2)C1=O (centres undefined) | -1% | 5% | -11% | u | -2% | -2% | -26 | 5% | 0% | 3% | 21%
CC(=O)c1ccc(NC(=O)CSc2nnc(-c3ccco3)c(-c3ccco3)n2)cc1 | 0% | -3% | -20% | 3% | u | 1% | 20 | -4% | u | 12% | u
CC(C)(CC(=O)N1CCN(c2ccc(Cl)cc2)CC1)CC1=NS(=O)(=O)c2ccccc2N1 | -8% | -57% | -14% | -5% | 2% | -10% | -3 | -6% | -1% | u | -5%
CCOC(=O)COc1ccc(/C=C/[N+](=O)[O-])c(OCC(=O)OCC)c1 | -8% | -69% | u | -10% | 12% | -12% | 9 | 11% | 0% | u | -17%
Cc1cccc(NC(=O)CN(CCc2ccccc2)S(C)(=O)=O)c1 | 1% | -19% | 10% | x | 2% | -2% | -24 | 7% | -2% | -5% | 9%
O=C(NCc1ccccn1)C1C2C=CC(C2)C1C(=O)Nc1ccc(F)cc1 (centres undefined) | 1% | -5% | 16% | -3% | -2% | 3% | -24 | -2% | 6% | 11% | u
